PAFAH2 inh: inhibitors of human PAFAH2; inhibition, % at 3.39 µM; hit rate 0.99% among 340,000; recombinant PAFAH2, FP-rhodamine activity probe, fluorescence polarization; Q99487; AID 492956;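 active means inhibition above the mean over all tested compounds plus 3 SD, cut at about 30% in these data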;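 further: inhibitors block probe labeling of enzyme so polarization drops; 0% = enzyme with DMSO and 100% = wells lacking PAFAH2 protein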
PAFAH1B3 FP inh: PAFAH1B3 (human) inhibition; recombinant PAFAH1B3, FP-rhodamine probe, fluorescence polarization; inhibition, % at 3.39 µM; hit rate 0.28% among 340,000;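 active means inhibition above the screen-wide average of all tested compounds plus 3 SD, cut at about 25% in these data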;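 further: 0% = enzyme with DMSO only and 100% = wells lacking PAFAH1B3 protein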
PAD4 inh: PAD4 (human) enzyme inhibition; Q9UM07; recombinant PAD4, RCA probe fluorescence polarization; inhibition, % at 6.36 µM; hit rate 0.41% among 330,000; AID 485272;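 active means percent inhibition above a cutoff equal to the mean of all tested compounds plus 3 SD, cut at about 15% in these data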;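 further: 0% = PAD4 with RCA probe and DMSO and 100% = probe without PAD4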
LYPLA1 counter: blocks human lysophospholipase 1, a PME1 counter-screen | recombinant LYPLA1, FP-Rh probe fluorescence polarization | AID 2174 | hit rate 0.16% among 320,000 | O75608 | inhibition, % at 5.9 µM;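 active means inhibition above the mean of all tested compounds plus 3 SD, set per campaign, cut at about 14% in these data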;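 further: inhibitors block serine hydrolase probe labeling of LYPLA1 so polarization falls; 0% = enzyme with DMSO and 100% = wells lacking LYPLA1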
Target sequence (O75608 whole entry, looked up): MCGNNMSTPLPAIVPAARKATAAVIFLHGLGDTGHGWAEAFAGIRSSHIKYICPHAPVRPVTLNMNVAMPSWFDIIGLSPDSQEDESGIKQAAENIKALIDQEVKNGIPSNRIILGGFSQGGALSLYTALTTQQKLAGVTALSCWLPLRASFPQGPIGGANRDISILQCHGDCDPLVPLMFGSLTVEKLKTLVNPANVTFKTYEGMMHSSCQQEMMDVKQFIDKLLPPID
pPAFAH FP inh: inhibitors of human plasma PAF acetylhydrolase (pPAFAH); Q13093; recombinant pPAFAH, FP-rhodamine probe fluorescence polarization; inhibition, % at 3.39 µM; hit rate 1.5% among 330,000; AID 463082;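 active means inhibition above the mean inhibition across the screen plus 3 SD, cut at about 25% in these data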;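 further: inhibitors block binding of the rhodamine activity-based probe so polarization drops; 0% = enzyme with DMSO and 100% = wells lacking pPAFAH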
GSTO1 counter: blocks human GSTO1 in RBBP9 counter-screen; P78417; recombinant GSTO1, activity-based probe fluorescence polarization; hit rate 1.1% among 300,000; AID 1974; inhibition, % at 5.96 µM;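 active means inhibition above the campaign mean inhibition plus 3 SD, cut at about 35% in these data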;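 further: 0% = GSTO1-1 with DMSO and 100% = wells lacking GSTO1-1 enzyme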
Target sequence (P78417 whole entry, looked up): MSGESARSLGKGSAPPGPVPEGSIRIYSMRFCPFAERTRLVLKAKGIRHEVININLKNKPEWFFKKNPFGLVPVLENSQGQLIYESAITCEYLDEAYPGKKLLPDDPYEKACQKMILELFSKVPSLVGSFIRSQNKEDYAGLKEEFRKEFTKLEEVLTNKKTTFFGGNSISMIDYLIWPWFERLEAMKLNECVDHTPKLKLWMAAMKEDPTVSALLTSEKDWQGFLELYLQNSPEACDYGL
PAFAH1B2 inh: PAFAH1B2 (human) inhibition | AID 492953 | P68402 | hit rate 1.2% among 340,000 | inhibition, % at 3.39 µM | recombinant PAFAH1B2, FP-rhodamine activity probe, fluorescence polarization;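 active means inhibition above the mean of all tested compounds plus 3 SD, cut at about 24% in these data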;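 further: 0% = enzyme with DMSO and 100% = wells lacking PAFAH1B2; many of its hits are not listed in these tables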
Target sequence (P68402 whole entry, looked up): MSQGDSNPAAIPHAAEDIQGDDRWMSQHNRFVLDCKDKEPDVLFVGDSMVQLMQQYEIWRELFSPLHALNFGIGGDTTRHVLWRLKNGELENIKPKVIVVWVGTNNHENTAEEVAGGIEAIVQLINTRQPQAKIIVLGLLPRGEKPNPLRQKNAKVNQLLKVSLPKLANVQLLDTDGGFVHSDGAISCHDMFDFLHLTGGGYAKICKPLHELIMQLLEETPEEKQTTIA
LYPLA2 inh: counter-screen for PME1 inhibitors: inhibitors of human LYPLA2 | recombinant LYPLA2, FP-Rh probe fluorescence polarization | hit rate 0.38% among 320,000 | inhibition, % at 5.9 µM | O95372;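 active means inhibition above the screen-wide mean plus 3 SD, limit set per campaign, cut at about 26% in these data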;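 further: 0% = LYPLA2 with DMSO and 100% = wells lacking LYPLA2 enzyme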
Target sequence (O95372 whole entry, looked up): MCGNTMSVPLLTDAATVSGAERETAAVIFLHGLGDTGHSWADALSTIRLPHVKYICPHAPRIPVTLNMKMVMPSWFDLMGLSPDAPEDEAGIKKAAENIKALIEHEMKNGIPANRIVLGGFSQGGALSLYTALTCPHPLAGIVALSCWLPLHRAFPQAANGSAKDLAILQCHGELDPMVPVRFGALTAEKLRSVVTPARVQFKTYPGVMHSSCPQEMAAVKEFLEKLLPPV
PREPL inhibitor: inhibitors of human prolyl oligopeptidase-like enzyme PREPL. Q4J6C6. recombinant PREPL, fluorescence polarization activity-based probe. inhibition, % at 5.96 µM. hit rate 0.68% among 320,000. AID 2751; in the data active means inhibition above about 43%;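 further: 0% = enzyme with DMSO and 100% = wells lacking enzyme; many of its hits are not listed in these tables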
* = called active by the depositor; x = no result given. The list is partial; rates above refer to the full screens.

SMILES	PAFAH2 inh	PAFAH1B3 FP inh	PAD4 inh	LYPLA1 counter	pPAFAH FP inh	GSTO1 counter	PAFAH1B2 inh	LYPLA2 inh	PREPL inhibitor
O=c1c(Cc2c(F)cccc2Cl)c(O)ccn1CC1CCCO1 (centres undefined)	11	5	-3	12	-4	6	4	2	-4
COC(=O)c1c(-c2ccsc2)oc2ccc(-c3cc(OC)c(OC)c(OC)c3)cc12	-1	5	2	-4	8	-6	-2	-4	1
CCN(CC)Cc1c(O)ccc2c(=O)c(-c3ccc(Cl)cc3)coc12	-3	-3	2	2	1	8	0	-1	11
Cn1cccc1C(=O)OCC(=O)Nc1cc(C(C)(C)C)nn1-c1ccccc1	0	-1	-3	-1	29*	5	0	-6	32
CCN(CC(=O)Nc1ccc(NC(C)=O)cc1)CC(=O)Nc1ccc(F)c(Cl)c1	2	2	-3	-5	8	-4	1	1	-61
CCN1CCN(c2c(C(=O)c3ccc(OC)cc3)cnc3ccccc23)CC1	-1	2	-3	0	2	0	5	-4	-14
Cc1cccc(C(=O)OCC(=O)N2CCCC2=O)c1O	38*	4	-9	-3	-3	x	1	-4	-3
COc1cc(/C=C2\SC(=Nc3ccc(N4CCOCC4)cc3)N(C)C2=O)ccc1OC(C)C(=O)O (centres undefined)	-8	11	-2	6	4	1	-3	4	29
Cc1ccc(/C=C2\SC(=S)N(CCC(=O)NNC(=O)c3ccccc3O)C2=O)cc1	-5	5	-5	-5	17	9	8	-2	-12
O=C(NNS(=O)(=O)c1ccc(Br)cc1)c1ccncc1	-6	-1	3	-1	1	-2	15	3	-7
CCCCNC(=O)Nc1ccc(Br)cn1	0	0	1	1	3	-6	0	-7	-11
COc1ccc(Cl)cc1C(=O)NNC(=O)COC(=O)CCN=C1NS(=O)(=O)c2ccccc21	10	8	-2	5	1	2	4	-1	-12
CCCC(c1nnnn1Cc1ccc(F)cc1)N1CCN(C2CCCCC2)CC1 (centres undefined)	12	6	-1	2	1	0	2	-1	-17
CC(=O)N1CSCC1C(=O)NNS(=O)(=O)c1ccccc1 (centres undefined)	x	x	0	-1	-5	9	x	-6	-1
COc1ccc(S(=O)(=O)N(CC(N)=O)C2CCCCC2)cc1Cl	5	3	-3	0	3	1	1	-7	9

Given with two lines to a compound: 2 of the compounds above
Every second line gives: PAFAH2 inh | PAFAH1B3 FP inh | PAD4 inh | LYPLA1 counter | pPAFAH FP inh | GSTO1 counter | PAFAH1B2 inh | LYPLA2 inh | PREPL inhibitor
Cn1cccc1C(=O)OCC(=O)Nc1cc(C(C)(C)C)nn1-c1ccccc1
    0 | -1 | -3 | -1 | 29* | 5 | 0 | -6 | 32
CCN(CC(=O)Nc1ccc(NC(C)=O)cc1)CC(=O)Nc1ccc(F)c(Cl)c1
    2 | 2 | -3 | -5 | 8 | -4 | 1 | 1 | -61

Next part
SMILES	PAFAH2 inh	PAFAH1B3 FP inh	PAD4 inh	LYPLA1 counter	pPAFAH FP inh	GSTO1 counter	PAFAH1B2 inh	LYPLA2 inh	PREPL inhibitor
O=C(CNC(=O)c1ccc(Br)o1)NNC(=O)c1ccccc1F	5	4	-3	5	-3	2	2	11	-1
Nc1nnc(SCC(=O)Nc2cc(S(=O)(=O)N3CCOCC3)ccc2N2CCCC2)s1	-1	0	-5	0	-3	x	0	5	16
Cc1ccc(C(=O)NCc2n[nH]c(=S)n2-c2ccccc2)cc1[N+](=O)[O-]	-1	2	3	-4	2	-3	-3	-4	1
O=c1nc(/C=C/c2ccccc2C(F)(F)F)cc(C(F)(F)F)[nH]1	9	4	4	-4	5	-2	6	1	20
CC(C)(C)C(=O)NC1(C(F)(F)F)NC(=O)N(c2ccccc2F)C1=O (centres undefined)	4	12	-1	2	-10	7	14	2	-6
CCOC(=O)NC1(C(F)(F)F)NC(=O)N(c2ccc(F)cc2)C1=O (centres undefined)	4	6	4	-7	-2	3	3	-4	0
CC12CCC(=O)N1C(C(=O)Nc1ccccc1N1CCOCC1)CS2 (centres undefined)	7	4	0	2	1	-1	2	-6	-2
CCCCOC(=O)Nc1nnc(C(C)C)s1	-14	3	-4	-2	2	-3	0	-2	6
CN1CCC(N(C)C(=O)c2ccccc2F)CC1	2	12	1	-5	-5	-3	-5	-5	-6
Cc1nc(C(=O)NC2CC2)sc1C1(C)CC(c2cccc([N+](=O)[O-])c2)=NO1 (centres undefined)	2	4	2	1	5	-2	-2	22	11
Cc1[nH]c(=O)c(Cc2ccccc2)c(O)c1C#N	-1	-2	-2	0	4	1	7	3	-1
O=C(c1cc2ccccc2cc1O)N1CCN(c2ccccn2)CC1	8	5	-5	4	5	4	5	3	-6
CCN(CC(=O)Nc1c(F)cccc1F)C(=O)C1CC(=O)N(c2ccccc2OC)C1 (centres undefined)	-2	4	0	-5	-4	5	2	-8	13
Cc1ccccc1CN1CCCNC1=O	-8	-5	-5	6	5	8	2	5	0
COc1ccc(CN2CCN(S(=O)(=O)c3ccc(C)cc3)CC2)cc1OC	-3	2	1	0	8	9	1	1	2
Cn1c(=O)c(C(=O)CN2CCN(Cc3ccc4c(c3)OCO4)CC2)c(N)n(Cc2ccccc2)c1=O	0	7	-4	4	-1	7	4	9	34
COc1cc(C2c3[nH]c4ccccc4c3C[C@@H]3C(=O)N(Cc4ccco4)CC(=O)N23)cc(OC)c1OC (some centres undefined)	0	4	-7	-3	6	3	-2	-5	4
COc1cc(C2/C(=C(\O)c3ccc4c(c3)OCCO4)C(=O)C(=O)N2Cc2ccccc2)ccc1O (centres undefined)	-3	6	-6	-3	2	-2	-3	-7	20
O=C(CCCCl)NC(=S)Nc1cc(C(F)(F)F)ccc1N1CCOCC1	0	2	-6	4	16	6	-2	24	13
COc1cc(/C=N/NC(=O)c2ccc(NS(=O)(=O)c3cccs3)cc2)cc(OC)c1O	5	10	0	0	7	x	7	1	21
CCN(CC)S(=O)(=O)c1cccc(NC(=O)CCNC(=O)c2ccc([N+](=O)[O-])cc2)c1	4	1	-2	0	10	-1	2	8	-13
Cn1c(CCN2CCN(c3ccccn3)CC2)nc2cc(NS(=O)(=O)c3ccccc3)ccc21	-9	6	-2	-1	8	4	2	0	6
O=C(Nc1ccccc1C(=O)N1CCCC1)c1cccc(S(=O)(=O)N2CCCCC2)c1	7	11	1	0	5	-2	15	3	6
CN(C)CCNc1oc(-c2ccccc2F)nc1C#N	3	-4	-2	-2	12	7	1	-8	-6
Cc1c(C(=O)NCC2CCCO2)sc2nc(-c3ccccc3)cn12 (centres undefined)	-3	6	1	-3	3	1	2	-5	-8
CC(=O)[C@@]1(O)C(C)CC2C3C=C(C)C4=Cc5c(cnn5-c5ccccc5)C[C@]4(C)C3C(O)C[C@@]21C (some centres undefined)	-2	1	0	-3	1	-9	-5	-9	1
CCN1C(=O)N[C@@H](c2ccc(Br)cc2)C(C(C)=O)=C1C	3	11	3	2	4	2	-4	2	5
CCOc1cc(C2NC(=O)N(C)C(C)=C2[N+](=O)[O-])ccc1OC(C)=O (centres undefined)	3	7	-1	-1	3	8	2	5	2
CC(C)(C)c1[nH]ncc1[N+](=O)[O-]	3	-1	-3	-1	4	10	4	-1	-3
Cc1ccc(C)c(OCc2nc3ccc(S(=O)(=O)Nc4c(C)n(C)n(-c5ccccc5)c4=O)cc3[nH]2)c1	3	5	1	-1	-1	12	-1	-2	29
CCCCn1c(N)c(NCCC)c(=O)[nH]c1=O	5	10	1	0	3	-3	6	2	8
COc1ccc(CN2CCN(S(=O)(=O)c3ccc(NC(C)=O)cc3)CC2)cc1OC	2	7	1	-1	0	-3	3	1	13
CCOC(=O)c1[nH]cnc1C(=O)Nc1ccc(F)cc1	3	6	-2	2	-1	-1	1	8	-12
O=C(Nc1cccc(F)c1)Nc1ccnn1C1CCN(C(=O)CCN2CCCO2)CC1	3	4	0	3	7	0	-1	7	10
CCOc1ccccc1OCCC(=O)N1CCN(S(=O)(=O)c2ccccc2[N+](=O)[O-])CC1	-4	1	0	-4	0	x	0	-4	9
O=C(N/N=C1\CCc2ccccc21)c1ccccc1O	6	14	1	-3	4	1	-1	2	1
O=C(COC(=O)Cn1cnc2ccccc21)Nc1ccccc1C(F)(F)F	-2	12	3	x	4	x	-1	x	7
Cc1nn(-c2ccccc2)c(Cl)c1/C=N/NC(=O)c1ccco1	6	3	-4	-3	0	-6	6	-3	24
Clc1cccc(-c2nc(NCCCN3CCOCC3)c3ccccc3n2)c1	3	-4	-10	-4	-3	0	-2	0	-2
CC(=O)c1ccc(OCC(O)COc2ccc(C(C)=O)cc2)cc1	7	-3	0	6	2	6	6	7	1
O=C(NNC1CC(=O)N(c2ccccc2)C1=O)c1cccnc1 (centres undefined)	2	2	3	-6	-2	4	2	-4	-9
CCC1(C)N(O)C(C)(C)C(c2ccc(F)cc2)=[N+]1[O-] (centres undefined)	-3	7	-3	-1	2	-2	5	2	5
CC1=C(CC[C@@H](C)CO)OC2CC3C4CCC5CC(O)CCC5(C)C4CC(=O)C3(C)C12 (some centres undefined)	12	4	-2	-4	5	-2	5	-6	9
CCn1cc(C(=O)N[C@H](C(=O)NCCO)C(C)C)c(=O)c2cc3c(cc21)OCO3	-3	4	4	-4	1	7	-6	-3	-1
COc1ccccc1CCC(=O)OCC(=O)NC1CC1	6	-3	-4	-1	5	-10	6	1	-4
NC(=O)C1CCN(c2ccc(C(F)(F)F)cn2)CC1	-4	3	-4	-3	9	1	0	-3	-3
Cc1ccc(C(=O)Nc2ccc3c(c2)OCO3)cc1Cl	2	2	-5	0	-1	1	8	3	18
Cc1csc2ncc(C(=O)N3CCc4ccccc43)c(=O)n12	2	-2	-4	-3	4	3	3	0	-1
CCOC(=O)C1(Cc2ccc(OC)cc2)CCN(C(=O)c2cccc3nccnc23)CC1	3	5	1	-1	1	1	-2	-1	-3
Cc1ccc(-c2noc(CCCC(=O)Nc3cccnc3)n2)cc1	0	7	-3	0	-2	4	6	-3	8
O=C(OCC#CCSc1nc2ccccc2o1)c1cc2ccccc2o1	-4	3	0	-3	4	8	1	2	-12
CC1CCN(c2nc(-c3ccncc3)nc3ccccc23)CC1	-3	4	1	-6	6	2	1	-7	-2
COc1cccc(CC(=O)OCC(=O)c2cc(OC)c(OC)c(OC)c2)c1	-1	10	-6	x	5	x	3	x	-2
COCCC1CCCCN1C(=O)c1cc(COc2ccc(C)nc2)on1 (centres undefined)	-5	3	3	4	0	1	-6	2	20
CC1CSc2ccccc2NC1=S (centres undefined)	-6	-1	2	2	5	0	3	4	-7
O=C(CSc1nnc(-c2cccc(F)c2)o1)N1CCOCC1	1	6	-7	1	7	-1	-1	-5	-5
Cc1nc([N+](=O)[O-])cn1-c1ccc(N)cc1	8	10	-4	-1	0	-1	6	-5	15
COc1cccc(/C=C2\Oc3cc(OCC(=O)N4Cc5ccccc5C[C@H]4C(=O)O)ccc3C2=O)c1	-2	2	-11	-2	3	-46	-4	-2	1
COc1cccc2cc(C(=O)OC3CCN(C)CC3)c(=O)oc12	5	1	-1	0	1	6	5	-5	18
O=c1n(CCCN2CCN(c3cccc(Cl)c3)CC2)nc2ccccn12	4	-7	-7	4	3	4	1	15	11
Remaining list, next part.
SMILES	PAFAH2 inh	PAFAH1B3 FP inh	PAD4 inh	LYPLA1 counter	pPAFAH FP inh	GSTO1 counter	PAFAH1B2 inh	LYPLA2 inh	PREPL inhibitor
CC(/C=C1\SC(=S)N(NC(=O)c2ccc(C)cc2)C1=O)=C\c1ccccc1	-26	-12	-8	-14	-3	-7	1	-36	-16
O=S(=O)(c1ccc(F)cc1)n1ccc2cccnc21	-6	6	-1	0	3	5	2	4	-6
CCOC(=O)C1=C(C)NC(=O)NC1c1ccoc1 (centres undefined)	-7	8	-6	-2	5	2	-1	-2	5
COc1ccc(NC(=O)CCN2CCOCC2)c(OC)c1	0	-1	-1	-1	8	-1	4	1	-2
